# TDP1 inh – inhibitors of human tyrosyl-DNA phosphodiesterase TDP1. Q9NUW8. Potency, µM (top dose mostly 130 µM), for inactives: top-dose activity change, negative = inhibition, most hits filed as inhibitors. recombinant TDP1, AlphaScreen DNA substrate cleavage. actives 0.28% (n = 350,000); also: nearly all actives have a fitted effect of over 40% in size
# Target sequence (Q9NUW8 whole entry, looked up): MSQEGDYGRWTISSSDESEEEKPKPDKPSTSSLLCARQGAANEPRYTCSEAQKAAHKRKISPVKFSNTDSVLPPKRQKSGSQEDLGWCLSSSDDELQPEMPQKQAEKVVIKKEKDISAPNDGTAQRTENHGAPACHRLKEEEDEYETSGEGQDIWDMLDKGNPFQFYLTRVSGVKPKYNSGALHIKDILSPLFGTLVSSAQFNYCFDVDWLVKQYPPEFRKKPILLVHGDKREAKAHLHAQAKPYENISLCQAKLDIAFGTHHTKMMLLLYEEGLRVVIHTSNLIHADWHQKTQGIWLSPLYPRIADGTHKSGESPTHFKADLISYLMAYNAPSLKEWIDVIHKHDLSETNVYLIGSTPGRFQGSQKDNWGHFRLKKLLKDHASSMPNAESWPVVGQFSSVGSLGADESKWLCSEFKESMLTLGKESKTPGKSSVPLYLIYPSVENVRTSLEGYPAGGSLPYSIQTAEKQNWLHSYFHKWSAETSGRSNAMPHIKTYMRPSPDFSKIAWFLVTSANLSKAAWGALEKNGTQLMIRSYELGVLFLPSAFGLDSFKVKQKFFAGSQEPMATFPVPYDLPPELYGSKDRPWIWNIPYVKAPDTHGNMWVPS
#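 AlphaScreen read-out: signal falls as enzyme removes the 3' tyrosine-FITC from a 5'-biotinylated DNA oligo (15 nM, 5 min, RT). Enzyme was E. coli-made recombinant Tdp1 at 1 nM, exposed to compound for 15 min beforehand; beads 10 ug/ml, 10 min.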
# DT40 TDP1 no CPT – qHTS for Inhibitors of human tyrosyl-DNA phosphodiesterase 1 (TDP1): qHTS in cells in absence of CPT; DT40 Tdp1-/- hTDP1 cells, no CPT, ATP luminescence, 48 h; Potency, µM (series often up to 46.2 µM), inactives show at the highest dose activity change, negative = growth inhibition, most hits filed as inhibitors; actives 15% (n = 420,000); also: nearly all actives have a fitted effect of over 55% in size
#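 Cells were dispensed at 400 per well, compounds added by pin tool, plates incubated ≥48 hr at 37 °C, then CellTiter-Glo added for 30 min at room temperature before luminescence reading. Line: DT40 Tdp1-/- complemented with hTDP1; camptothecin omitted.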
# N370S GC – inhibits or activates N370S mutant glucocerebrosidase | P04062 | N370S GC spleen homogenate, 4MU-glucoside fluorescence | Potency, µM (highest dose often 59.4 µM), without a hit: top-dose activity change, negative = inhibition, hits mostly inhibitors | actives 0.092% (n = 330,000) | AID 2101;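 also: 0% = full enzyme activity and -100% = no enzyme basal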
# An asterisk follows results filed as active; ? = inconclusive; · = not tested or not shown; [ ] = another dose, or the depositor's remark. Calls follow the shape of the dose curve; as a rule, active = well fitted curve in the direction sought with a large enough effect; inconclusive = small, poorly fitted or top-dose-only effect, or another doubt; inactive = no such curve, though single readings can be large; an effect the other way counts as inactive or inconclusive. Unless noted, % is scaled to controls: 0 for no effect and ±100 for the full control effect; potency is read from the fitted curve at half-maximal effect.
# The line under a structure holds: DT40 TDP1 no CPT | N370S GC | TDP1 inh
Cc1c(C(=O)NC2CCCCC2)oc2ccc(F)cc12
    ? | 18% | 3%
Cc1ccc2nc(SCC(=O)NCc3cccs3)c(C#N)cc2c1
    0% | 10%[12.8 µM] | 4%
O=C(c1ccc(N2CCCCCC2)c([N+](=O)[O-])c1)N1CCc2ccccc21
    · | 24% | -2%
COc1ccc(NC(=O)CNC(=O)c2ccco2)cc1S(=O)(=O)Nc1cc(C)ccc1Br
    -22% | · | 3%
COc1ccccc1Oc1nc2c(c(=O)n(Cc3ccccc3F)c(=O)n2C)n1C
    -27% | 17% | 2%
COc1cccc(/C(C)=N/NC(=O)c2ccc(N(C)C)cc2)c1
    ? | 0% | 7%
O=[N+]([O-])c1ccccc1-c1nc(-c2ccc(Br)o2)no1
    ? | 4% | 5%
CCN1C(=O)[C@H]2[C@@H](c3ccc(-c4cccc(Cl)c4)cc3)N3CCCC[C@@]3(C(=O)OC)[C@H]2C1=O
    ? | 0% | 4%
CCOC(=O)c1cc(C#N)c(N2CCN(c3ccccn3)CC2)nc1-c1ccccc1
    21µM* | -1% | -8%
O=C(c1ccccc1)N(Cc1ccc2c(c1)OCO2)Cc1nc2ccccc2c(=O)[nH]1
    ? | 12% | 7%
CCC(C)(C)n1nnnc1C(c1ccc(OC)c(OC)c1)N1CCN(C(=O)c2ccco2)CC1 (stereo not given)
    2% | -2% | 4%
CC(CCc1ccccc1)NC(=O)c1ccc(NC(=O)c2ccc(Cl)cc2Cl)cc1 (stereo not given)
    ? | 1% | 2%
CC(C)(C)c1csc(NC(=O)c2ccc3nccnc3c2)n1
    18µM* | -4% | 6%
Cc1ccc(OCCNC(=O)c2cccc(S(=O)(=O)NCc3ccccc3)c2)cc1
    4.6µM* | 3% | -4%
Nc1cc(=O)[nH]c(=S)n1-c1cccc(C(F)(F)F)c1
    0% | · | 3%
Cc1cccc(-c2ocnc2C(=O)Nc2ccccc2NC(=O)c2ccccn2)c1
    0.29µM* | -10% | 9%
CCOC(=O)C1CCN(C(=O)COc2ccc(N(C)S(=O)(=O)c3ccc(C)cc3)cc2)CC1
    ? | 4% | -3%
O=C1c2ccccc2C(=O)N1n1c(=O)[nH]c2ccccc2c1=O
    -15% | 5% | 5%
CC(=O)c1cc2c(cc1NC(=O)Cc1c(C)noc1C)OCO2
    -22% | · | 1%
CC(C)c1nc2sc3c(=O)[nH]c(=S)[nH]c3c2c2c1CCC2
    · | 2% | -5%
CC1O[C@@H](OC2C(COC3OC(CO)C(O)[C@H](O)C3O)OC(OC3CC[C@]4(C)C(CC[C@@]5(C)[C@@H]4CC=C4[C@@H]6CC(C)(C)CC[C@]6(CO)C(O)C[C@]45C)C3(C)C)C(O)C2O)C(O)C(O)C1O (stereo not given in full)
    7% | · | 1%
Cc1ccc(CNC(=O)C2CCCN2C(=O)Nc2ccccc2)cc1 (stereo not given)
    19% | 5% | 1%
O=c1oc(C2(O)CCCCC2)cc2ccc(-c3ccc4[nH]ccc4c3)cc12
    ? | · | 0%
Cn1c(SCc2ccccc2F)nc2cccnc21
    -27% | 8% | 2%
COc1cc(/C=N/Nc2ccc([N+](=O)[O-])cc2S(=O)(=O)N2CCOCC2)cc(OC)c1OC
    ? | -18% | -1%
Cc1ccc(NS(=O)(=O)c2ccc3[nH]c(=O)c(=O)[nH]c3c2)cc1Cl
    -3% | ? | 4%
Cc1ccc(NC(=O)CSc2ncn[nH]2)cc1S(=O)(=O)N1CCOCC1
    -58% | 7% | -1%
COc1ccccc1NC(=O)c1cc2c(s1)-c1ccccc1S(=O)(=O)C2
    -30% | -10% | 4%
Cc1ccc(-c2nnc(CCC(=O)N(C)Cc3nccs3)o2)s1
    21µM* | -4% | 3%
COc1ccc(-c2nc3ccc(NC(=O)CO)cc3c(=O)n2Cc2cccc(Cl)c2)cc1COc1ccc(NC(C)=O)cc1
    13µM* | · | -10%
COCc1[nH]nc2c1C(c1ccnc3ccccc13)C(C#N)=C(N)O2 (stereo not given)
    9.2µM* | -7% | 7%
CC1(C(=O)NNC(=S)NCC2CCCO2)CC1(Cl)Cl (stereo not given)
    ? | -11% | 5%
Cc1cccc(N=Nc2c(C)[nH]n(-c3ccccc3)c2=O)c1
    ? | 0% | 5%
O=C1ON=C(c2ccccc2)/C1=C/c1ccc(-c2ccccc2[N+](=O)[O-])o1
    15µM* | -3% | -5%
O=C(NC(=S)Nc1ccc2nc[nH]c2c1)c1ccccc1
    2% | -7% | 5%
Cc1noc(C)c1CSCC(=O)Nc1ccc(S(=O)(=O)C(F)F)cc1
    -28% | -8% | 0%[0.505 µM]
COc1cccc(C(=O)NCC(c2ccc3c(c2)OCO3)N2CCN(c3ccc(F)cc3)CC2)c1 (stereo not given)
    10µM* | -14% | ·
O=S1(=O)CCO[C@H]2Cc3ccccc3[C@H]2N1Cc1ccccc1
    ? | 0% | ·
COc1cccc(NC(=O)C2CC(=O)N(C)C(=Nc3cccc(F)c3)S2)c1 (stereo not given)
    -25% | 0% | -2%
O=C(Nc1ccccc1C(=O)NCc1ccccc1)C1=CSCCO1
    -28% | -3% | 3%

# Limited to TDP1 inh and DT40 TDP1 no CPT (2 entries from above):
Structure,TDP1 inh,DT40 TDP1 no CPT
O=c1oc(C2(O)CCCCC2)cc2ccc(-c3ccc4[nH]ccc4c3)cc12,0%,?
COc1ccc(-c2nc3ccc(NC(=O)CO)cc3c(=O)n2Cc2cccc(Cl)c2)cc1COc1ccc(NC(C)=O)cc1,-10%,13µM*

# (further entries)
# The line under a structure holds: DT40 TDP1 no CPT | N370S GC | TDP1 inh
CCOC(=O)c1sc(NN=C(C(=O)OC)C(=O)OC)c(C(=O)OCC)c1C
    ? | 3% | 5%
COc1ccc(NC(=O)CSc2nc3c([nH]c4ccccc43)c(=O)n2-c2ccccc2)c(OC)c1
    -24% | · | 5%
Cc1nc2cnc(N3CCNCC3)nc2n(CCc2ccccc2)c1=O
    ? | -17% | ·
O=C(/C=C/c1ccc2c(c1)S(=O)(=O)N(Cc1ccccc1)[C@H]2CC(=O)N1CCOCC1)N1CCOCC1
    ? | · | 3%
C=CCn1c(SCC(=O)N2CCOCC2)nc2sc(CC)cc2c1=O
    ? | · | 3%
Cc1nn(-c2ccccc2)c(C)c1/C=N/NC(=O)CSc1nc2ccccc2c(=O)n1-c1ccccc1
    18µM* | 8% | 5%
Cc1cc(Cl)ccc1C(=O)C1CCCN(C(=O)c2cncs2)C1 (stereo not given)
    ? | -1% | 5%
CCOC(=O)c1ccc(NCn2c(=O)oc3ccccc32)cc1
    -5% | 4% | 6%
O=C(Nc1ccc(Cl)cc1Cl)c1ccc(-c2ccccc2)cc1
    -25% | -23% | -4%
COC(=O)c1cn(NC(=O)/C=C/c2ccc(OC)c(OC)c2)c(=O)c2ccccc12
    -14% | 7% | 5%
CCNC(=O)c1sc2cc(C)ccc2c1Cl
    -8% | 24% | 5%
Cc1onc(-c2ccccc2Cl)c1C(=O)NCCn1ccc2ccccc21
    ? | 0% | 4%
COc1ccc(C(C)NC(=O)C2CCCC2)cc1 (stereo not given)
    7% | -5% | ·
CC1(C)Cc2c(C#N)c(N3CCN(C(=O)c4ccccc4Cl)CC3)nc(-c3ccco3)c2CS1
    ? | 4% | 1%
C#CCOCCOCCOCCNc1nc(N2CCN(C(=O)[C@H](C)n3cc(CCCN=C(N)N)nn3)CC2)nc(N2CCN(C(=O)[C@H](C)n3cc(CCCN=C(N)N)nn3)CC2)n1
    -6% | 0% | -1%
O=C(c1ccco1)N1CCN(c2cc(=O)n(C3CCCCC3)c(=O)[nH]2)CC1
    -26% | 15% | -4%
CCc1ccc(NC(=O)CSc2nc(C)c(C(=O)Nc3ccc(Cl)cc3)c(-c3ccc(OC)cc3)c2C#N)cc1
    1% | · | -2%[12.3 µM]
N#Cc1ccccc1CSc1ccc(-c2nc3ccccc3[nH]2)cn1
    ? | 12% | -5%
CSC(=S)N/N=C/c1c[nH]c2ccccc12
    0.92µM* | 0% | 11%
COc1cc(SC)ccc1C(=O)Nc1nc2ccccc2[nH]1
    2.1µM* | ? | 6%

# Structures above with a nitro group on carbon, in the order listed:
# The line under a structure holds: DT40 TDP1 no CPT | N370S GC | TDP1 inh
O=C(c1ccc(N2CCCCCC2)c([N+](=O)[O-])c1)N1CCc2ccccc21
    · | 24% | -2%
O=[N+]([O-])c1ccccc1-c1nc(-c2ccc(Br)o2)no1
    ? | 4% | 5%
COc1cc(/C=N/Nc2ccc([N+](=O)[O-])cc2S(=O)(=O)N2CCOCC2)cc(OC)c1OC
    ? | -18% | -1%
O=C1ON=C(c2ccccc2)/C1=C/c1ccc(-c2ccccc2[N+](=O)[O-])o1
    15µM* | -3% | -5%

# (listing goes on)
# The line under a structure holds: DT40 TDP1 no CPT | N370S GC | TDP1 inh
CCN(CC)c1ccc(/C=N/n2c(-c3ccccc3Br)n[nH]c2=S)cc1
    18µM* | -10% | ·
O=C(NCC1CC1)Nc1ccccc1
    -23% | -3% | ·
O=C(c1cccc(S(=O)(=O)N2CCCCC2)c1)N1CCCCC1
    -14% | 1% | 3%
CC(C)(C)c1nnc(NS(=O)(=O)c2cc(Cl)ccc2Cl)s1
    4% | 4% | 6%
CSc1ccccc1NC(=O)N1CCCC(C(=O)c2ccc3c(c2)OCO3)C1 (stereo not given)
    -14% | 8% | 4%
O=C1C2=C(SCCS2)C(=O)N1c1ccccc1
    -2% | -3% | 4%
Nc1cc(OC(=O)c2ccco2)nn1S(=O)(=O)c1ccc(F)cc1
    -21% | 0% | 1%
COc1ccccc1Oc1cc(-n2nc(C)cc2C)ncn1
    4% | -7% | -1%
COc1ccc(CCN2C(=O)CC(NC34CC5CC(CC(C5)C3)C4)C2=O)cc1OC (stereo not given)
    18µM* | -13% | -5%
CCS(=O)(=O)Nc1ccc(-c2nnc(SCC(=O)OC)o2)cc1
    -47% | -2% | -1%
NS(=O)(=O)c1ccc(CCNC(=O)COc2ccc3c4c(c(=O)oc3c2)CCC4)cc1
    11% | 0% | 3%
O=C(CCC1N=C2c3ccccc3N=C(SCC(=O)Nc3ccc(F)cc3)N2C1=O)NCc1ccco1 (stereo not given)
    ? | · | 2%
Cc1ncc(CO)c(/C=N/Nc2ccc(C(F)(F)F)cn2)c1O
    3.7µM* | 5% | 9%
CC1=NN(C(=O)COc2cc(C)ccc2C(C)C)C(O)(c2ccccc2)C1 (stereo not given)
    26µM* | 5% | -1%
COc1cccc(C2CC(=O)NC3=C2C(=O)CCC3)c1 (stereo not given)
    ? | 0% | -2%
Cc1ccc2nc3c(c(Nc4ccc5c(c4)OCCO5)c2c1)CCC3
    18µM* | -16% | 11%
N#CC1=C(N)C2=CCCC[C@H]2[C@H](c2ccc(Br)cc2)C1(C#N)C#N
    ? | -2% | -1%
COc1ccc(S(=O)(=O)NCC(c2cccnc2)N2CCN(c3ccccc3OC)CC2)cc1C (stereo not given)
    ? | -26% | 4%
Cc1ccc2ncc(C(=O)c3ccc(C)c(C)c3)c(S(=O)(=O)c3ccc(F)cc3)c2c1
    9.2µM* | · | 4%
O=C(NNC(=O)C1CC(c2cccs2)=NO1)NC1CCCCC1 (stereo not given)
    1% | 7% | -8%
COc1cccc(/C=N/NC(=O)c2ccc([N+](=O)[O-])cc2Cl)c1O
    4.6µM* | -10% | 11%
Cn1cccc1C(=O)OCC(=O)N1CC(=O)Nc2ccccc21
    1% | 2% | 5%
COc1ccccc1CNC(=O)c1ccc(CSc2nc3ccncc3n2Cc2cccc(F)c2)cc1
    18µM* | · | 8%
COc1ccc(Nc2c3c(c(C#N)c4nc5ccccc5n24)CCC3)cc1
    -12% | 5% | 0%
Cc1cc(CN2C(=O)c3ccccc3C2=O)on1
    1% | 5% | 7%
CCn1nc(C(=O)OCC(=O)N2c3ccccc3CC2C)c2ccccc2c1=O (stereo not given)
    -7% | -4% | 1%
Cc1onc(-c2c(F)cccc2Cl)c1C(=O)NCc1ccccn1
    -14% | 0% | -2%
COc1cc2c(cc1OC)C(COc1ccccc1OC)N(C(C)=O)CC2 (stereo not given)
    -17% | 2% | ·
CCC/C(O)=C1\C(=O)CC(C)(C)CC1=Nc1ccc(OC)cc1OC
    2.1µM* | 24% | 5%
CC(=O)Nc1ccc(Cc2nc3ccccc3[nH]2)cc1
    14% | 1% | 1%
Cc1ccc(/C=C2/NC(=O)N(Cc3ccccc3F)C2=O)s1
    3% | -9% | 0%
Cc1ccc(/C=C(\NC(=O)c2ccccc2)C(=O)NCCN2CCOCC2)o1
    4% | -9% | ·
CC(C)C(NC(=O)CCNC(=O)c1ccc(C(C)(C)C)cc1)c1nc2ccccc2[nH]1 (stereo not given)
    18µM* | · | 0%
CCC1=Nc2cc(C(=O)NCCCOC)ccc2Sc2ccccc21
    1.2µM* | -4% | 10%
C=CCn1c(CCNC(=O)c2cccs2)nnc1SCC(=O)c1cccc([N+](=O)[O-])c1
    -10% | -1% | 4%
NC(=O)COC(=O)C12CC3CC(CC(O)(C3)C1)C2
    1% | -7% | -2%

# Only part of the results is shown (hit frequency here may not be typical).
